# Efflux pump mplx: antifungal efflux pump inhibition, Nile Red retention. S. cerevisiae Candida pump triplex. inhibition, % at 10 µM. hit rate 0.44% among 330,000. AID 485275;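 active = plate passing quality check with inhibition over a set limit, or well fluorescence over plate mean plus 4 SD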;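 also: Nile Red retained in pooled yeast measured as flow cytometry median fluorescence; 0% = buffer negative control and 100% = Enniatin B positive control; higher means more Nile Red kept so more efflux inhibition; some compounds called inactive have numbers as strong as hits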
# JMJD2C inh: blocks human GASC-1 demethylase activity; Q9H3R0; GST-JMJD2C(1-420) H3K9me3 demethylation, DELFIA europium; inhibition, % at 2.35 µM; hit rate 0.069% among 330,000; AID 2099;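 active = more than half of a compound's replicate wells show inhibition beyond 50%, single wells judged on their own value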;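 also: signal counts dimethyl H3K9 product captured on neutravidin plate; 0% = median of DMSO wells and 100% = 0.3 times that DMSO median; strong numbers were not always called active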
# Target sequence (Q9H3R0 1-420 limits assumed): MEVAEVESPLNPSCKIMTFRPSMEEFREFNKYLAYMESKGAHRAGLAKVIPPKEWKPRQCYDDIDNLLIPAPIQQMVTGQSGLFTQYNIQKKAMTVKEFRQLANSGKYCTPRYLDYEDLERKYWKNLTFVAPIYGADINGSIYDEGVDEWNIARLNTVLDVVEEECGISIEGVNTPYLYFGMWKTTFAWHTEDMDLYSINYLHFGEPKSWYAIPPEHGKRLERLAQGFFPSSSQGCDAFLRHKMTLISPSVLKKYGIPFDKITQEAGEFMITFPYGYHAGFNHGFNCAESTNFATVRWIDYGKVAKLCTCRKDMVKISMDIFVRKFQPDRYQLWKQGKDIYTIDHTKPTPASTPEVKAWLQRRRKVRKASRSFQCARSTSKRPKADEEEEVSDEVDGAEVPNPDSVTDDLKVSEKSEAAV
# LYPLA2 inh: counter-screen for PME1 inhibitors: inhibitors of human LYPLA2; recombinant LYPLA2, FP-Rh probe fluorescence polarization; inhibition, % at 5.9 µM; hit rate 0.38% among 320,000; AID 2177;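 active = inhibition above the screen-wide mean plus 3 SD, limit set per campaign, cut at about 26% in these data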;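 also: 0% = LYPLA2 with DMSO and 100% = wells lacking LYPLA2 enzyme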
# Target sequence (O95372 whole entry, looked up): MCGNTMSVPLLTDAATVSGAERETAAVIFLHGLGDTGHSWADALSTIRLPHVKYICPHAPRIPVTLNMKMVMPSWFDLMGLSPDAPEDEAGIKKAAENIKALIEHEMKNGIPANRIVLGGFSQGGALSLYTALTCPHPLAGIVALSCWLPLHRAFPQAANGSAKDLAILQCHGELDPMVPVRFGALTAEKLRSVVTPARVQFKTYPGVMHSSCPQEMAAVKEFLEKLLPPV
# HCV core dimer: HCV core protein dimerization inhibition. TR-FRET GST/Flag-core106 dimerization, 1536-well. inhibition, % at 5 µM. hit rate 0.33% among 300,000. AID 1899;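 active = inhibition above the mean of all tested compounds plus 3 SD, set per screening campaign, cut at about 45% in these data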
#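 System – GST-tagged and Flag-tagged HCV core protein residues 1-106 · Repeats – one well for each compound · Technique – TR-FRET 671 and 617 nm emission · Doses – one concentration, 5 µM, in 0.5% DMSO · Times – 4 h, 22.5 °C incubation · Also added – Eu donor and XL665 acceptor anti-tag antibodies · Measure – percent inhibition of core106 dimerization signal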
# PP1 counter: counter-screen for PP5 inhibitors: inhibitors of human PP1-alpha | P62136 | purified PP1alpha, OMFP fluorescence | inhibition, % at 6.7 µM | hit rate 0.9% among 320,000;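 active = inhibition above the mean inhibition of all tested compounds plus 3 SD, computed separately for each screening campaign, cut at about 15% in these data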
# Target sequence (P62136 whole entry, looked up): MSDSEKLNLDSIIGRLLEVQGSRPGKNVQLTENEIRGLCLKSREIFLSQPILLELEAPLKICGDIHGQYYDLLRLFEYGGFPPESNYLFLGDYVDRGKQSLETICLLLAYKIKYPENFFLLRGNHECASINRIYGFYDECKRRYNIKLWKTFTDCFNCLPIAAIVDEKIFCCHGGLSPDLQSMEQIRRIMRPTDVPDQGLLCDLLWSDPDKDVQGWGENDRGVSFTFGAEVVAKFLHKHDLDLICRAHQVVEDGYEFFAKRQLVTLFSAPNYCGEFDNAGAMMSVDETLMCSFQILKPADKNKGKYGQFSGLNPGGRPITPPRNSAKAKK
# PREPL inhibitor: inhibits the human prolyl oligopeptidase-like enzyme; inhibition, % at 5.96 µM; AID 2751; recombinant PREPL, fluorescence polarization activity-based probe; hit rate 0.68% among 320,000; in the data active = inhibition above about 43%;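 also: 0% = enzyme with DMSO and 100% = wells lacking enzyme; many of its hits are not listed in these tables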
# CTSL1 counter: cathepsin L1 inhibition, PFM18AAP counter-screen; recombinant F. hepatica cathepsin L1, Z-Leu-Arg-MCA fluorescence; inhibition, % at 5.96 µM; hit rate 0.49% among 300,000; AID 1906;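 active = inhibition above the mean of all tested compounds plus 3 SD, set per screening campaign, cut at about 17% in these data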;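 also: 0% = plate median of test compound wells and 100% = 1 µM Z-Phe-Ala-diazomethylketone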
# PP5 inh: inhibitors of human protein phosphatase 5 (PP5); P53041; purified PP5c, OMFP substrate fluorescence; inhibition, % at 6.7 µM; hit rate 0.18% among 320,000; AID 1987;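 active = inhibition above the campaign's mean inhibition across all tested compounds plus 3 SD, cut at about 9.5% in these data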;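 also: 0% = DMSO only and 100% = 100 µM cantharidin control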
# TPT1 inh: inhibitors of Candida albicans tRNA 2'-phosphotransferase TPT1; recombinant caTPT1, FP RNA substrate dephosphorylation; inhibition, % at 5 µM; hit rate 0.81% among 300,000; AID 1962;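 active = inhibition above the mean of all tested compounds plus 3 SD, set per screening campaign, cut at about 24% in these data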;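 also: plate controls were DMSO alone for no effect and ferristatin control at 100 nM for full effect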
# Active calls of the source: *; . = no result given; & = joins results of further samples. These rows are one share of the data, so the mix of outcomes need not match the whole.
SMILES,Efflux pump mplx,JMJD2C inh,LYPLA2 inh,HCV core dimer,PP1 counter,PREPL inhibitor,CTSL1 counter,PP5 inh,TPT1 inh
Cc1cccc(NC(=O)c2c(C)nc3ccccn23)c1,-0.1,8,-5,-4,-1,-5,2,1.5,-1
CCC(=O)NC(=S)Nc1ccccc1C(F)(F)F,0.2,-3,3,-2,-2,13,-3,2.0,1
CCc1c(C)sc(NC(=O)OC)c1C(N)=O,0.1,-3,1,-3,-2,8,4,2.9,-1
CN(C(=O)c1ccco1)c1nnc(C23CC4CC(CC(C4)C2)C3)s1,0.2,-3,2,10,0,-4,2,3.5,0
CCSc1cc(N2CCOCC2)nc(-c2ccc(Cl)cc2)n1,-0.1,0,-8,5,1,-2,-2,0.4,1
O=C(Nc1ccc(-n2cccn2)cc1)C1CCCCN1Cc1cccc2cccnc12 (stereo not given),0.2,-2,-2,12,-1,5,-2,1.4,2
COc1cccc2c(=O)c3ccccc3oc12,0.0,-5&5,0,-2,3,19,0,3.2,4
Cn1c(=O)c2c(SCc3cccnc3)nc(CC(C)(C)C)nc2n(C)c1=O,0.2,4,2,27,8,5,1,2.3,-1
CCCn1c(SCC(=O)Nc2cccc(C(=O)OCC)c2)nnc1-c1ccoc1C,0.0,-36,7,0,1,-9,-1,1.8,-4
O=C(COC(=O)CCSc1ccc(Cl)cc1)NCCc1ccccc1,0.0,-1,5,-8,1,1,-20,-1.1,-6
Cc1ccc(C)c(S(=O)(=O)N2CCN(C(C(=O)Nc3ccc(F)cc3)c3ccccc3)CC2)c1 (stereo not given),0.1,4,-13,3,5,12,1,6.1,-4
C=CC(C)(O)CCC=C(C)C (stereo not given),0.1,2,1,-4,0,7,-6,2.3,-3
COc1ccc2c(c1)O[C@H](c1ccc3c(c1)OCO3)[C@@H](OC(=O)Nc1cc(OC)c(OC)c(OC)c1)C2=O,0.1,-5,-8,23,2,6,3,0.4,1
CC1(CCC(=O)N2CCCC(N3CCN(c4cccc(C(F)(F)F)c4)CC3)C2)CC1 (stereo not given),-0.2,20,32*,13,2,23,1,2.1,0
N#CC1=C(N)Oc2ccccc2C12C(=O)Nc1n[nH]c(-c3ccccc3)c12 (stereo not given),0.1,9,7,-1,-3,12,0,2.4,-4

# Some of the entries so far, with bars between the fields.
canonical_smiles | Efflux pump mplx | JMJD2C inh | LYPLA2 inh | HCV core dimer | PP1 counter | PREPL inhibitor | CTSL1 counter | PP5 inh | TPT1 inh
CCc1c(C)sc(NC(=O)OC)c1C(N)=O | 0.1 | -3 | 1 | -3 | -2 | 8 | 4 | 2.9 | -1
CN(C(=O)c1ccco1)c1nnc(C23CC4CC(CC(C4)C2)C3)s1 | 0.2 | -3 | 2 | 10 | 0 | -4 | 2 | 3.5 | 0
CCSc1cc(N2CCOCC2)nc(-c2ccc(Cl)cc2)n1 | -0.1 | 0 | -8 | 5 | 1 | -2 | -2 | 0.4 | 1
O=C(Nc1ccc(-n2cccn2)cc1)C1CCCCN1Cc1cccc2cccnc12 (stereo not given) | 0.2 | -2 | -2 | 12 | -1 | 5 | -2 | 1.4 | 2
COc1cccc2c(=O)c3ccccc3oc12 | 0.0 | -5&5 | 0 | -2 | 3 | 19 | 0 | 3.2 | 4
Cn1c(=O)c2c(SCc3cccnc3)nc(CC(C)(C)C)nc2n(C)c1=O | 0.2 | 4 | 2 | 27 | 8 | 5 | 1 | 2.3 | -1
CCCn1c(SCC(=O)Nc2cccc(C(=O)OCC)c2)nnc1-c1ccoc1C | 0.0 | -36 | 7 | 0 | 1 | -9 | -1 | 1.8 | -4
O=C(COC(=O)CCSc1ccc(Cl)cc1)NCCc1ccccc1 | 0.0 | -1 | 5 | -8 | 1 | 1 | -20 | -1.1 | -6
Cc1ccc(C)c(S(=O)(=O)N2CCN(C(C(=O)Nc3ccc(F)cc3)c3ccccc3)CC2)c1 (stereo not given) | 0.1 | 4 | -13 | 3 | 5 | 12 | 1 | 6.1 | -4
C=CC(C)(O)CCC=C(C)C (stereo not given) | 0.1 | 2 | 1 | -4 | 0 | 7 | -6 | 2.3 | -3
COc1ccc2c(c1)O[C@H](c1ccc3c(c1)OCO3)[C@@H](OC(=O)Nc1cc(OC)c(OC)c(OC)c1)C2=O | 0.1 | -5 | -8 | 23 | 2 | 6 | 3 | 0.4 | 1
CC1(CCC(=O)N2CCCC(N3CCN(c4cccc(C(F)(F)F)c4)CC3)C2)CC1 (stereo not given) | -0.2 | 20 | 32* | 13 | 2 | 23 | 1 | 2.1 | 0
N#CC1=C(N)Oc2ccccc2C12C(=O)Nc1n[nH]c(-c3ccccc3)c12 (stereo not given) | 0.1 | 9 | 7 | -1 | -3 | 12 | 0 | 2.4 | -4

# (next part)
SMILES,Efflux pump mplx,JMJD2C inh,LYPLA2 inh,HCV core dimer,PP1 counter,PREPL inhibitor,CTSL1 counter,PP5 inh,TPT1 inh
Cc1nnc(SCc2cc(=O)[nH]c(Nc3nc(C)c4cc(C)c(C)cc4n3)n2)s1,1.6*,88,-9,2,-9,-13,-8,1.4,-1
CC(C)(C)OC(=O)CNC(=O)c1[nH]cnc1C(=O)NC(c1ccccc1)c1ccccc1,0.1,-5,-15,-6,6,5,5,7.2,6
COc1ccc(C(=O)NC2CCCc3c2cnn3-c2cccc(C)c2C)o1 (stereo not given),0.0,-2,4,2,-2,-3,-3,1.2,1
Cc1ccc(S(=O)(=O)Cc2nnnn2-c2ccccc2)cc1,-0.1,3,1,6,-1,-2,1,1.2,-2
CCOC(=O)c1cc(C)sc1/N=C/C1=C(O)CCCC1=O,0.1,-1,2,-11,2,-8,-4,4.2,6
Cc1ccc2c(C)c(C(=O)N(C)CCC3CCCCO3)oc2c1C (stereo not given),-1.9,5,-1,-1,-7,5,1,-1.3,-1
CCSc1nc(=O)n(-c2ccccc2)c(C)c1C(C)=S,0.0,-12,-8,-5,3,3,-2,0.0,-3
CCOc1ccccc1CNC(=O)C1CCC(=O)N1C(C)C (stereo not given),0.1,27,-1,-4,-5,-2,-5,0.5,2
COC(=O)c1ccc(OCC(O)CNCC(c2ccc(OC)cc2)N(C)C)c(OC)c1 (stereo not given),0.1,-4,0,-1,0,-14,-1,1.8,-3
CCOc1ccc(C(=O)O[C@H]2[C@H](Cc3ccccc3)NS(=O)(=O)[C@H]3C[C@@H]4C=C[C@]23O4)cc1,0.4,-17,-10,.,7,2,.,3.6,.
Cc1c(N)cccc1-n1cccc1,-0.1,1,-1,-2,4,6,-4,1.7,1
O=C(Nc1nccs1)C1CCN(S(=O)(=O)c2ccccc2)CC1,0.6,-1,-1,-5,2,4,1,2.6,-2
CC1(COS(N)(=O)=O)CCCCC1,-0.1,0,1,0,-1,-2,-1,-1.7,-1
CC(=O)N[C@@H](C)c1nc2ccccc2n1CCCN1CCN(c2nc(-c3ccc(C)cc3)cs2)CC1,-0.2,-6,-2,-20,-4,18,-5,1.8,0
COc1ccccc1/C=C1\SC(=S)N(NS(=O)(=O)c2ccccc2)C1=O,-0.2,7,-4,3,9,13,1,-0.6,-1
CCOc1ccc(C(=O)NCC(=O)OCC(=O)Nc2cccc(S(=O)(=O)N3CCCC3)c2)cc1,0.1,5,-1,2,-2,-9,-12,1.1,1
COc1ccc2c(c1)[nH]c1c(=O)n(/N=C/C3C(C)C=C(C)CC3C)c(=O)[nH]c12 (stereo not given),-0.1,-2,-4,11,0,6,-3,0.5,0
O=C(CCCc1nc2ccccc2s1)NNC(=O)CCN1CCN(Cc2ccccc2)CC1,0.1,16,2,-8,4,8,-3,-1.1,2
O=C(OCc1nnc(-c2ccc(Cl)cc2)o1)C12CC3CC(CC(O)(C3)C1)C2,0.1,4,8,7,-3,23,-6,-2.4,-1
O=C(NCC1COCCO1)C1CCN(S(=O)(=O)c2ccccc2)CC1 (stereo not given),0.0,-1,12,0,-1,0,2,2.3,7
CCc1nn2c(=O)cc(CSCC(=O)Nc3ccccc3Cl)nc2s1,0.0,-10,-2,5,3,6,0,1.9,-1
CCCn1c(/N=C/c2ccccc2O)nc2ccccc21,0.2,-21,-8,3,-3,6,-6,-6.2,1
O=C(Cc1ccccc1)c1c[nH]c(C(=O)NCCCN2CCOCC2)c1,0.0,-6,0,-4,0,-10,-3,-2.0,3
CCCC(=O)Nc1nnc(CCc2ccccc2)s1,0.4,0,1,-6,-1,21,4,2.2,3
O=C(c1cccc(F)c1)N1CCC(c2nc3ccccc3s2)CC1,-0.1,46,-11,-1,-2,-3,-6,-1.5,2
COc1ccc(N2CCN(C(=O)CN3C(=O)c4ccccc4S3(=O)=O)CC2)cc1,0.1,22,6,-1,-2,34,-3,-0.6,0
CC(NC(=O)C1C(=O)N(CCO)C2(C)CC1c1ccccc1O2)c1ccccc1 (stereo not given),-0.1,174,1,-5,2,10,4,1.8,-7
Cc1ccccc1/C=C1\OC(=O)c2ccccc21,0.0,1,5,-3,7,-7,-2,-1.8,4
Cc1cc(NC(=O)CSc2nnc(CNC(=O)c3cccc(C(F)(F)F)c3)o2)no1,0.0,6,2,-2,-1,7,-1,2.0,3
Cc1cc([N+](=O)[O-])ccc1NC(=S)NC1CCCC1,0.0,-4,1,0,0,-3,-3,1.9,-3
O=C(N/N=C/c1ccc([N+](=O)[O-])o1)C1CC1,0.1,-13,0,1,-2,-1,-3,0.0,-5
Cc1ccc(Nc2nnc(SC(C)C(=O)NC3CC3)s2)cc1 (stereo not given),-0.2,4,-1,.,-1,29,.,1.9,.
CC(Cc1c[nH]c2ccccc12)C(=O)O (stereo not given),0.0,7,8,-26,-2,11,-1,2.7,-2
S=c1[nH]nc(-c2ccc3ccccc3n2)n1-c1ccc2c(c1)OCCO2,0.3,-8,-5,2,-2,11,-1,0.4,-1
Cn1c(=O)[nH]c(=O)c2c1nc(Br)n2C/C=N/Nc1ccccc1,-0.1,-1,-3,7,-7,-13,-2,0.2,2
CCCCN=C1NN=C(c2cc3ccccc3o2)CS1,0.2,2,-1,15,4,3,0,0.2,19
COc1ccc(C(c2c(NC(C)=O)sc3c2CCCC3)N2CCN(CCO)CC2)cc1OC (stereo not given),0.1,-3,-1,-2,-6,19,-3,0.2,-3
CCOC(=O)Cc1sc(N)nc1C,0.1,-1,7,-7,-1,0,0,1.0,-3
c1ccc(-c2nc3ccccc3nc2N2CCOCC2)cc1,0.1,23,2,1,0,-6,-1,3.0,-3
O=[n+]1cc(-c2ccc(Br)cc2)n([O-])c2c1CCC2,0.1,-2,6,-5,-4,-6,0,1.9,2
COc1cc(-c2nnc(SC(C)C(=O)Nc3c(C)n(C)n(-c4ccccc4)c3=O)o2)cc(OC)c1OC (stereo not given),-0.1,1,0,-5,-2,14,-2,2.5,-5
O=C(c1ccc(Cl)cc1)N1CCN(C(=O)C2CCCCC2)CC1,0.2,6,-6,-11,-2,3,-5,5.2,-1
O=C(c1cc(-c2ccc(F)cc2)on1)N1CCOCC1,-0.4,4,1,1,-3,11,4,-0.3,1
O=C(Nc1ccccc1)c1cc(-c2ccccc2Cl)no1,-0.2,-3,1,1,2,1,5,-4.0,-13
CCOC(=O)c1c(NC(=S)Nc2ccccc2)sc(C)c1C,0.0,3,-5,13,-5,10,1,0.0,1
Cc1cccc(CCN2C(N(C)C)=NC[C@@H]2C)c1,0.0,4,-3,-19,6,0,4,0.8,-2
Cc1ccc(-c2nn(-c3ccccc3)cc2/C=C/C(=O)OCC(=O)NC2CC2)o1,0.3,-23,-19,0,3,15,-2,2.6,-3
Cc1cc(C)c(NC(=O)NC(=O)c2cccc(F)c2)c(C)n1,0.0,-1,0,4,0,-24,4,0.0,1

# Source: PubChem BioAssay
